NR2F2 inh: blocks human COUP-TFII nuclear receptor; P24468; HEK293T NGFI-A luciferase reporter, luminescence; inhibition, % at 8.6 µM; 370,000 tested, 0.7% active; AID 686940;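 active = inhibition above a per-plate cutoff, mean inhibition of test wells between control levels plus 3 SD, cut at about 38% in these data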;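 note: cells cotransfected with COUP-TFII expression vector driving the NGFI-A reporter; 0% = median of COUP-TF2 test wells and 100% = reporter-only cells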
SRC3 inh: human NCOA3 inhibition. Q9Y6Q9. HEK293 GAL4-SRC3 luciferase reporter, luminescence. inhibition, % at 3.6 µM. 360,000 tested, 0.17% active;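 active = inhibition above a per-campaign cutoff, the mean of all compounds plus 3 SD, cut at about 60% in these data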;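 note: 0% = DMSO-treated cells and 100% = gossypol-treated cells at 36 µM; higher means less SRC3-driven luciferase light from the GAL4 reporter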
LMP1 NFkB inh: inhibitors of Epstein-Barr LMP1-induced NF-kappaB reporter; 350,000 tested, 0.69% active; LMP1-induced NF-kappaB luciferase reporter cells, luminescence; AID 504558; inhibition, % at 12.5 µM; in the data active = inhibition above about 41%;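 note: 0% = neutral control wells and 100% = reference inhibitor control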
NOD2-RIPK2 inh: blocks binding of human NOD2 to RIPK2 | O43353 | CHO BLA complementation NOD2-RIPK2, CCF4 ratio | inhibition, % at 4.98 µM | 360,000 tested, 0.38% active; in the data active = inhibition above about 21%;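 note: 0% = vehicle only and 100% = reference blocker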
NCOA2 inhibitor: human SRC2 (NCOA2) inhibition. HEK293 GAL4-SRC2 luciferase reporter, luminescence. inhibition, % at 9 µM. 370,000 tested, 0.17% active;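 active = inhibition above the mean inhibition of all tested compounds plus 3 SD, set per campaign, cut at about 52% in these data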;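 note: 0% = DMSO treated cells and 100% = cells given Gossypol at 36 µM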
Target sequence (Q15596 whole entry, looked up, the tested form may be a part): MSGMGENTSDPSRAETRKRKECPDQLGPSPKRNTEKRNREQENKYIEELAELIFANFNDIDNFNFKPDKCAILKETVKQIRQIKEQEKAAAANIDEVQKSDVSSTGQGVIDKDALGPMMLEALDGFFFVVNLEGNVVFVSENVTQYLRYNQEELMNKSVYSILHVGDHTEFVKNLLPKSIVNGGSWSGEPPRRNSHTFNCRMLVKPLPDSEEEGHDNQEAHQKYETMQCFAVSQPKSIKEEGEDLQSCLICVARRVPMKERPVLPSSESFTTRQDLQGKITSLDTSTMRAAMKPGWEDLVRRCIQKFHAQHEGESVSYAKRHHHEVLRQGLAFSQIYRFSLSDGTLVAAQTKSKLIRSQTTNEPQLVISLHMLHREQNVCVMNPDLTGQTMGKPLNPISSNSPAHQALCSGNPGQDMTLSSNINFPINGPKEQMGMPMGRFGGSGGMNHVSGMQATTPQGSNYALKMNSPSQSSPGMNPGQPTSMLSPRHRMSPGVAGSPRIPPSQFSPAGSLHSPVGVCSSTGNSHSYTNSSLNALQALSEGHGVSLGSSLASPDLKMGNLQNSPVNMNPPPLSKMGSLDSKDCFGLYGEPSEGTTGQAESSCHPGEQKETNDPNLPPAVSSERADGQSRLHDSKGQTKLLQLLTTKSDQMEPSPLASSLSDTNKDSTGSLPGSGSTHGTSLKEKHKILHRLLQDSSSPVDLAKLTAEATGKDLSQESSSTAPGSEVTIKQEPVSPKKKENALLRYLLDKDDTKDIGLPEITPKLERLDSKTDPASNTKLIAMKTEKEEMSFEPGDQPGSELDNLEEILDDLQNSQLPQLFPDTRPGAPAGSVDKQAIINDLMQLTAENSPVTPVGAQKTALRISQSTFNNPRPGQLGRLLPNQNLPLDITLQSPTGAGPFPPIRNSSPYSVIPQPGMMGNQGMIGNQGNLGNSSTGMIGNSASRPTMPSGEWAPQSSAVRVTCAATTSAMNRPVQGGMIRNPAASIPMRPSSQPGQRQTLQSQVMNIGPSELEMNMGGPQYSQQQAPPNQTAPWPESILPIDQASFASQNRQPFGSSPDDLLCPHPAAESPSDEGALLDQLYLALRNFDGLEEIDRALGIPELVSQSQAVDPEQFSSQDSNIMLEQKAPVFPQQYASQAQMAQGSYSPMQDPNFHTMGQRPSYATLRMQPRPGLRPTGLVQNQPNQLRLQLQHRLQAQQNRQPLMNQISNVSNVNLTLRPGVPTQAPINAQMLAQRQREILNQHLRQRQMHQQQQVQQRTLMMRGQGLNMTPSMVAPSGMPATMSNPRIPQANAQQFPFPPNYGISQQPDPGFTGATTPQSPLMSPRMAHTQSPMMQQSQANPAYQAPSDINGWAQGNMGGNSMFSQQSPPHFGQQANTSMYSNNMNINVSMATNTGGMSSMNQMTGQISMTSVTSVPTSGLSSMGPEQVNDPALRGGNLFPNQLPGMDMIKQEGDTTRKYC
SRC1 inh: inhibits human SRC1 coactivator | HEK293 GAL4-SRC1 luciferase reporter, luminescence | 360,000 tested, 0.12% active | AID 588354 | Q15788 | inhibition, % at 3.6 µM;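 active = inhibition above the campaign mean plus 3 SD, with each screening campaign given its own cutoff, cut at about 60% in these data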;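 note: 0% = DMSO treated cells and 100% = gossypol at 36 µM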
TROY signal inh: blocks TROY-dependent signaling in reporter cells; Q293 LMP1-TROYcd NF-kB luciferase reporter, 4 h; inhibition, % at 10 µM; 360,000 tested, 0.98% active;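 active = compounds whose plate-normalised and pattern-corrected inhibition of the luciferase reporter signal at the single screening dose is 50% or more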
TWEAK-Fn14 inh: inhibitors of TWEAK-Fn14 interaction signaling; TWEAK-stimulated Fn14 reporter cells, luciferase luminescence, 8 h; inhibition, % at 10 µM; 360,000 tested, 2% active; AID 1159606; in the data active = inhibition above about 50%
TLR9-MyD88 inh: TLR9-MyD88 interaction inhibition; CHO BLA complementation TLR9-MyD88, CCF4 FRET ratio; inhibition, % at 4.98 µM; 340,000 tested, 0.21% active; AID 504734;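 active = inhibition above the mean over all tested compounds plus 3 SD, cut at about 21% in these data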;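 note: 0% = DMSO only wells and 100% = clavulanate BLA inhibitor control wells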
TRAIL sens C8: caspase-8 TRAIL sensitization; NB7+C8 cells + TRAIL, ATPlite viability luminescence; 360,000 tested, 1% active; inhibition (viability loss, TRAIL sensitization), % at 10 µM;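 active = compounds causing at least 50% loss of cell viability in the single-dose screen, relative to plate controls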
NR5A2 inv ag: NR5A2 inverse agonism in reporter assay. HEK293T StAR-luciferase reporter, LRH-1 transfected, 24 h. inhibition, % at 3.6 µM. 360,000 tested, 0.13% active;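 active = inhibition above the mean inhibition of all tested compounds plus 3 SD, cut at about 73% in these data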;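 note: 0% = DMSO wells and 100% = reporter-only cells lacking LRH-1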
Numbers without * were called inactive; · = not tested or not shown. These rows are one share of the data, so the mix of outcomes need not match the whole.

SMILES	NR2F2 inh	SRC3 inh	LMP1 NFkB inh	NOD2-RIPK2 inh	NCOA2 inhibitor	SRC1 inh	TROY signal inh	TWEAK-Fn14 inh	TLR9-MyD88 inh	TRAIL sens C8	NR5A2 inv ag
COc1ccc(NC(=S)NCC2CCCO2)c(C)c1 (stereo unspecified)	-11.9	6.3	-7.9	-5.0	13.1	-3.1	-4.2	35.4	-1.1	-11.2	7.6
CCCCCOc1ccc(Cn2ccnc2)cc1[N+](=O)[O-]	2.0	-32.5	-4.4	-1.2	6.7	-14.2	-7.8	-22.6	-7.0	20.7	-40.4
Cc1cccc(C(c2c(C)nn(-c3ccccc3)c2N)c2c(C)nn(-c3ccccc3)c2N)c1	-1.7	6.7	-5.2	-7.3	-1.6	3.1	3.2	2.9	-2.9	4.3	-13.4
COc1ccc(N2CCN(C(=O)CSc3ccccc3)CC2)cc1	17.4	-16.4	-2.4	-3.9	-15.2	-8.1	-24.0	-5.4	-4.4	-12.6	-1.5
O=C1COCCOCCOCCOCC(=O)NCCN1	9.6	19.9	-6.0	5.0	-27.5	-19.8	7.0	10.1	-3.6	2.1	6.1
CC(=O)NNC(=O)CCC(=O)Nc1ccccc1	6.4	9.1	11.3	1.9	-38.5	8.6	-17.2	3.9	-2.7	4.3	-10.7
Cc1c(C(=O)O)sc2nc(C)n(C)c(=O)c12	14.1	4.7	4.0	-3.5	2.2	15.3	7.7	19.0	-2.1	4.9	1.8
O=C(CN1CCCC1)Nc1ccc(NC(=O)Nc2ccccc2)cc1	-21.1	-69.9	-14.9	-6.9	-29.6	-76.4	-29.4	-14.3	-1.0	11.3	-54.5
CS(=O)(=O)N1CCCC(C(=O)Nc2cccc(F)c2)C1 (stereo unspecified)	10.6	-5.2	0.8	-4.5	11.4	-3.6	-6.5	18.4	-3.2	-4.5	-14.9
CCCN(CCC)CC(O)Cn1c2ccccc2c2ccccc21 (stereo unspecified)	-4.5	16.5	1.4	4.6	-21.5	8.8	-20.2	-4.5	-7.3	12.5	-5.5
COCCNC(=O)C(=O)NCC1OCCN1S(=O)(=O)c1ccc2c(c1)OCCO2 (stereo unspecified)	-13.3	21.0	2.4	1.7	-6.7	17.6	-4.7	7.7	7.8	8.4	3.0
Cc1ccc(S(=O)(=O)N2CCCOC2CNC(=O)C(=O)NCc2ccc3c(c2)OCO3)cc1 (stereo unspecified)	23.5	21.7	-5.5	6.5	-19.2	0.0	9.7	-9.2	-4.4	-3.1	18.4
O=C(CSc1nnc(-c2ccccc2)n1-c1ccc(Cl)cc1)N/N=C/c1ccccc1C(=O)O	9.0	9.2	-12.0	-14.7	19.5	-4.4	10.1	-11.4	-2.0	2.7	-24.1
Cc1cc(C)n2nc(C(=O)N/N=C/c3cn(C)nc3C)nc2n1	3.7	11.4	1.9	3.1	-21.5	-8.9	-16.0	-3.7	-2.8	8.0	-1.8
O=C(COc1ncnc2ccc(Br)cc12)NCc1ccc2c(c1)OCO2	11.2	-0.2	1.2	-3.7	19.6	-7.8	8.4	-6.1	0.2	-4.9	5.5
CC(=Nc1ccccc1C)C1=C(O)CSC1=O	7.1	-12.9	-1.0	-10.7	-4.8	-13.1	-17.9	5.6	-0.6	-12.6	1.6
O=C1NC(=O)c2c(NC(=O)C3CCCO3)cccc21 (stereo unspecified)	-4.6	-1.9	-7.7	-1.3	-13.8	7.1	1.8	14.6	-7.3	3.8	7.9
N#Cc1c(N)nc(SCc2ccccc2)c(C#N)c1-c1ccco1	-8.0	15.7	22.8	7.9	-1.1	-12.2	-6.5	-24.1	12.3	-5.0	-46.6
COc1nc(NCCN2CCOCC2)nc(Nc2ccccc2)n1	-0.6	-49.6	0.3	6.0	-40.4	-50.5	-17.9	-15.2	-1.3	1.9	-26.5
COc1ccc(NC(=O)CSc2nnc(Cn3c(=O)sc4ccccc43)n2C)cc1	-13.3	6.5	-2.6	-2.5	-3.8	4.2	-2.5	7.2	-3.7	4.2	-3.2
CC(=O)c1cc(-c2ccccc2)n(CC(=O)NCc2cccs2)c1C	2.4	2.2	-4.5	-4.8	10.4	1.1	-3.1	-7.2	-5.3	-26.4	4.4
CCOC(=O)c1ccc(N2C(=O)C(CC(=O)NC)N(CCc3ccc(OC)c(OC)c3)C2=S)cc1 (stereo unspecified)	-13.0	6.5	4.6	-9.2	20.8	-12.8	-4.1	-3.7	3.5	-7.6	8.0
CCOC(=O)N/N=C\c1ccc(OC/C=C/c2ccccc2)c(OC)c1	-9.7	4.8	-1.8	1.2	-49.2	-3.7	-10.9	-23.2	11.7	-9.3	-6.5
C[C@H](NC(=O)c1nc[nH]c1C(=O)NCC(=O)OC(C)(C)C)C(=O)OCc1ccccc1	2.5	1.4	2.0	5.1	-21.2	-22.2	1.6	8.7	-13.5	-19.9	7.0
Cc1ccccc1CN1[C@@H](Cc2ccccc2)COCCS1(=O)=O	1.4	-4.3	0.2	2.1	-3.3	-27.9	-8.5	-6.1	5.0	0.0	13.1
COc1ccc(N2CCN(C(=O)COC(=O)c3c(-c4ccccc4)noc3C)CC2)cc1	-1.4	-11.1	-4.0	-1.1	-10.0	2.5	8.2	7.4	-9.2	-9.4	-5.3
COc1cccc(Nc2ncnc3nc[nH]c23)c1	-5.5	-20.8	-8.3	-4.9	-4.1	-25.3	-19.4	21.8	-0.9	6.2	-37.1
CCCCCC[C@@H]([C@@H](C)O)n1cnc2c(N)ncnc21	14.7	-21.5	-10.8	-10.0	30.4	4.8	19.6	-15.9	2.4	-17.6	-23.4
COc1ccc(C(=O)c2c(C)oc3ccc(O)cc23)cc1	7.1	-3.5	4.3	6.9	-5.0	2.1	5.2	11.8	-7.8	34.2	26.9
CCOC(=O)c1c(NC(=O)c2c(C(=O)O)cccc2[N+](=O)[O-])sc2c1CCCC2	15.3	-6.6	-0.5	-3.6	-2.9	-11.1	12.2	19.0	-14.4	11.2	6.5
CC(=O)Nc1cccc(C(=O)O)n1	-12.2	5.4	14.8	-7.6	-24.4	-7.5	-7.5	-1.2	5.5	-0.9	-7.8
O=C(O)C1CCCCC1C(=O)Nc1ccc2c(c1)OCO2 (stereo unspecified)	-5.3	-30.5	-11.9	-7.3	7.7	-12.4	-13.6	15.9	1.0	-15.2	-12.2
CC(C)[C@H](NC(=O)N1CCn2c1nc1ccccc12)C(=O)NCCc1ccccc1	-2.4	-4.3	-7.6	11.9	-7.2	8.2	13.8	-11.2	-3.9	1.5	-16.7
O=C(Nc1ccccc1)c1ccccc1Br	-13.9	-31.2	·	11.3	-12.3	-22.4	-33.8	-4.7	·	-2.4	-5.9
CCOC(=O)c1ccccc1NC(=O)N1CCn2c(C)ccc2C1CC (stereo unspecified)	3.3	-18.2	6.0	-6.2	7.6	-10.8	3.9	4.5	4.5	-3.0	0.1
NC(=O)N/N=C/c1sc(=O)n(-c2ccccc2)c1Cl	-6.4	-2.1	-0.4	-2.6	-40.9	0.0	-13.4	16.3	3.9	2.2	27.5
Cc1cc(C)cc(OCC(=O)OCC(=O)c2c(N)n(C)c(=O)n(C)c2=O)c1	15.3	-10.9	0.4	-14.0	-2.0	-44.8	2.3	32.0	-1.0	-18.5	8.3
Cc1ccc(NC(=O)Cn2nnc(C(=O)NCc3ccc(Cl)cc3)c2N)cc1F	-5.4	0.2	6.7	7.3	4.0	-20.4	-22.6	-22.3	-2.6	3.8	4.8
CC1CCCC(C)N1/N=C/c1ccc([N+](=O)[O-])cc1 (stereo unspecified)	-0.9	3.3	7.4	-10.0	-9.3	-7.0	-17.7	-16.6	1.6	25.1	-11.8
O=C(COc1ccc2cc(-c3ccccc3)c(=O)oc2c1)NCC1CCC(C(=O)O)CC1 (stereo unspecified)	13.0	2.8	1.3	4.2	2.9	-18.5	-44.3	-17.7	4.3	26.7	13.9
NC(=O)Nc1ccccc1C(=O)Nc1ccc2ccccc2c1	-18.2	16.3	-4.6	19.3	-13.5	24.0	-15.2	29.6	17.0	0.3	6.5
O=C(CCCn1c(=O)[nH]c2ccccc2c1=O)NC1CCCCCC1	12.7	-12.1	6.4	-14.9	-1.1	-33.1	-15.5	-22.6	4.8	5.5	-4.2
Cc1ccc(NC(=O)Cn2c(=S)[nH]c3ccccc32)cc1	-10.1	-20.2	-18.5	-5.9	-21.3	-8.1	-21.5	-17.9	-2.3	9.0	-30.1
COc1cc(C(=O)NCC(C)C)cc(OC)c1OC	8.4	-9.3	2.1	-4.8	8.1	-3.3	-0.2	-12.9	5.0	-21.5	-16.2
CCN(CC(=O)Nc1ccc(OC)cc1)C(=O)c1ccc2[nH]c3c(c2c1)CC(C)CC3 (stereo unspecified)	-0.7	-19.8	-2.6	-1.1	9.7	-19.3	-18.0	-16.2	-0.8	6.5	-5.1
COc1cc(NS(=O)(=O)c2ccc(NC(C)=O)cc2)nc(OC)n1	5.4	10.3	7.7	1.1	4.5	1.6	2.9	4.9	0.0	-14.5	5.1
COc1ccc(OC)c(CN2CCN(C(=O)c3ccc(S(=O)(=O)N4CCCCCC4)cc3)CC2)c1	-4.7	-10.3	2.3	-2.3	-16.8	-19.6	6.2	-14.1	-3.0	6.9	2.0
CCC1(C)Cc2c(sc3nc(SCC(=O)c4ccccc4)[nH]c(=O)c23)CO1 (stereo unspecified)	-11.1	15.8	2.3	3.6	9.1	2.6	9.3	5.3	-1.9	0.2	19.5
Cc1ccc(-c2nnc(Oc3ccc(NC(=O)c4ccccc4)cc3)c3ccccc23)cc1	-4.4	18.4	3.0	-6.1	5.5	16.4	-13.1	8.1	-21.7	12.3	-11.2
COc1ccccc1NC(=O)C1CCCN(c2cc(C)nc3ncnn23)C1 (stereo unspecified)	-13.6	5.8	2.7	-1.3	-3.7	0.3	22.6	6.9	-2.2	0.7	16.2
CCOC(=O)/C(C#N)=C/c1cc2ccccc2nc1Cl	6.0	18.9	-2.2	2.2	-31.8	-18.3	-21.4	-6.0	-2.2	6.5	8.5
COc1ccccc1NC(=O)c1nn(-c2ccc(OC(F)(F)F)cc2)ccc1=O	5.3	10.2	-12.4	-9.1	6.7	3.4	6.9	-14.6	9.0	-4.9	-14.2
CS(=O)(=O)N(CC(=O)N1CCN(Cc2ccccc2)CC1)c1ccccc1F	-8.0	-3.8	7.9	0.1	-31.1	-3.6	18.6	-3.1	-6.5	-3.9	0.7
CCC(C)C(=O)Nc1nc(C)c(-c2csc(Nc3ccccc3OC)n2)s1 (stereo unspecified)	-5.8	6.3	-20.6	11.9	19.0	14.1	-23.8	-2.0	-0.3	5.7	-1.4

Part of the list above, limited to NR2F2 inh, TLR9-MyD88 inh and TWEAK-Fn14 inh:
| compound | NR2F2 inh | TLR9-MyD88 inh | TWEAK-Fn14 inh |
| --- | --- | --- | --- |
| COc1ccccc1NC(=O)C1CCCN(c2cc(C)nc3ncnn23)C1 (stereo unspecified) | -13.6 | -2.2 | 6.9 |
| Cc1ccc(NC(=O)Cn2nnc(C(=O)NCc3ccc(Cl)cc3)c2N)cc1F | -5.4 | -2.6 | -22.3 |
| C[C@H](NC(=O)c1nc[nH]c1C(=O)NCC(=O)OC(C)(C)C)C(=O)OCc1ccccc1 | 2.5 | -13.5 | 8.7 |

Assay outcomes: PubChem, several laboratories
